UHRF1 MBD2 ctr = UHRF1 methyl-DNA binding inhibition; Q96T88; UHRF1 binding to methylated oligo, TR-FRET; actives 0.75% (n = 370,000); inhibition, % at 4.4 µM; in the data active = inhibition above about 21%;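 also: UHRF1 SRA domain binding a hemimethylated CpG hairpin DNA probe; 0% = median of test compound wells and 100% = reference inhibitor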
DDE Tn6 FP inh = disrupts Tn6 cyclic peptide binding to fibrin D-Dimer-E complex. AID 720509. actives 0.21% (n = 370,000). Fibrin DD(E) TRITC-Tn6 fluorescence polarization displacement. P02675. inhibition, % at 8.3 µM;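 active = inhibition above a per-campaign cutoff: mean of compounds within control limits plus 3 SD, cut at about 15% in these data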;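 also: 0% = median of all compound wells on the plate and 100% = blocking peptide control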
MBD2 DNA inh = MBD2-methylated oligo binding inhibition; AID 686964; TR-FRET, MBD2 binding to methylated oligonucleotide; Q9UBB5; actives 0.31% (n = 370,000); inhibition, % at 4.4 µM; in the data active = inhibition above about 13%
Target sequence (Q9UBB5 whole entry, looked up): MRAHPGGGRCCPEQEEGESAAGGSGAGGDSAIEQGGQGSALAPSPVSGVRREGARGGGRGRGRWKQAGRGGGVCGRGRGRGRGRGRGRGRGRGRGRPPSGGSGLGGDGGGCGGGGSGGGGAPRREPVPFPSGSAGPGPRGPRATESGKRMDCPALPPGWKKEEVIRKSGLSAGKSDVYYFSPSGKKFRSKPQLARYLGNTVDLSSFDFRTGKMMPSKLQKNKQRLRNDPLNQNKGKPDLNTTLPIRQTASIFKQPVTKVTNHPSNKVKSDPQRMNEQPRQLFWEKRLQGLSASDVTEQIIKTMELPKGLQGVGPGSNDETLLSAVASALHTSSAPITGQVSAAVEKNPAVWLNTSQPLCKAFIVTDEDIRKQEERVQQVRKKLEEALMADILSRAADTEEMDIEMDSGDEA
DDE Tn7 FP inh = DD(E)-Tn7 binding inhibition, primary FP screen; actives 0.13% (n = 370,000); AID 720508; inhibition, % at 8.3 µM; P02675; FP displacement of FITC-Tn7 peptide from fibrin DD(E); 0% = median of compound wells per plate;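 active = inhibition above the mean of compounds falling within the control limits plus 3 SD of them, cut at about 14% in these data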;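 also: 0% = plate median of compound wells and 100% = 10 µM Aha-Tn7 peptide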
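Test system – human fibrin DD(E) · Times – 10 min preincubation, 3 h with tracer, room temperature · Detection – fluorescence polarization of the labelled Tn7 tracer · Measure – percent inhibition normalized to high-control wells · Benchmarks – high control wells with 10 µM unlabelled Aha-Tn7 peptide (full inhibition) · Repeats – singlicate testing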
PLC-gamma1 inh = blocks human PLC-gamma1 enzyme activity | purified PLC-gamma1, fluorogenic substrate, fluorescence | inhibition, % at 12.2 µM | actives 0.84% (n = 370,000) | AID 720700; in the data active = inhibition above about 9.5%
ADAM17 inh = inhibitors of human ADAM17. P78536. recombinant ADAM17, EDANS/DABCYL FRET peptide cleavage. inhibition, % at 6.95 µM. actives 0.83% (n = 370,000). AID 720648;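 active = inhibition above the mean of compounds lying between control limits plus 3 SD, set per campaign, cut at about 8.5% in these data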;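 also: 0% = DMSO-only wells as the low control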
PLCb3 inh = PLC-beta3 (human) inhibition, primary screen. Q01970. Purified PLC-beta3, fluorogenic substrate, fluorescence. inhibition, % at 12.2 µM. actives 0.18% (n = 370,000). AID 720704; in the data active = inhibition above about 11%;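 also: 0% = median of compound wells on plate and 100% = full blocker control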
proKLK7 act = activates the human kallikrein-7 zymogen; P49862; purified proKLK7, EDANS-DABCYL substrate fluorescence; 100% is mature enzyme control, 0% vehicle; activation, % at 7 µM; actives 0.9% (n = 370,000); AID 652039;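 active = activation above the mean of all tested compounds plus 3 SD, computed per campaign excluding outliers beyond control limits, cut at about 13% in these data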
Target sequence (P49862 whole entry, looked up): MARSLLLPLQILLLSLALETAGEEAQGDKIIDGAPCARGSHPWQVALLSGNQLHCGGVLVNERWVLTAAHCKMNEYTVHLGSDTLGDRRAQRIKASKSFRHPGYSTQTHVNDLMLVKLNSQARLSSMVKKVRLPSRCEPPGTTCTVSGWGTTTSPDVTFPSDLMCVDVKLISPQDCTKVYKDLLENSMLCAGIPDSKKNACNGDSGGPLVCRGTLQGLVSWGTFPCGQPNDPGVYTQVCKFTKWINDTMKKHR
ARFGAP1 inhibitor = inhibits rat ARF GTPase activating protein 1; actives 0.26% (n = 360,000); Arfgap1-stimulated ARF1 GTP hydrolysis, GDP FP detection; inhibition, % at 16.5 µM; Q62848;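 active = inhibition above a per-plate limit, mean inhibition of low control wells plus 3 SD, cut at about 25% in these data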;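 also: 0% = DMSO wells with enzyme and 100% = wells lacking Arfgap1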
Target sequence (Q62848 1-136 limits assumed): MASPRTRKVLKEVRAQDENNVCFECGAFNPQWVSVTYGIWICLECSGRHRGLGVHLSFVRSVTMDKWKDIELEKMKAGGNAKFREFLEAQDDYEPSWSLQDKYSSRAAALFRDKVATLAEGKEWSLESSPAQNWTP
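Assay system: Rat Arfgap1 GAP domain (His6, aa 1-136), purified enzyme | Buffer or medium: HEPES 25 mM pH 7.5, NaCl 150 mM, MgCl2, DTT | Schedule: GTP hydrolysis reaction 2 h at 25 °C | Signal: FP of antibody-bound GDP Alexa 633 tracer, ex 620/em 688 nm | Measure: Percent inhibition of Arfgap1-stimulated GTP hydrolysis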
ASAP1 inh = ASAP1 ArfGAP inhibition. ASAP1-stimulated ARF1 GTP hydrolysis, GDP FP detection. inhibition, % at 16.5 µM. actives 0.19% (n = 360,000); in the data active = inhibition above about 25%;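 also: 0% = vehicle with enzyme and substrate and 100% = no enzyme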
Active calls of the source: *.

Molecule | DDE Tn7 FP inh | ADAM17 inh | proKLK7 act | UHRF1 MBD2 ctr | ASAP1 inh | ARFGAP1 inhibitor | PLCb3 inh | DDE Tn6 FP inh | PLC-gamma1 inh | MBD2 DNA inh
CCN(C(=O)c1ccc(S(=O)(=O)N(C)C)cc1)C(C)C(=O)Nc1ccc(C)cc1 (stereo unspecified) | 6 | -1 | -0.1 | -2 | 5 | -9 | -3 | 12 | 3 | -4
O=C(NNC(=O)c1ccccc1OCc1ccccc1)c1ccccc1O | 4 | 3 | 0.8 | -1 | 3 | 4 | -48 | 4 | -19 | 1
COc1ccccc1C(=O)NCCC(=O)N1CCN(c2ccccc2Cl)CC1 | -9 | 4 | 0.0 | 1 | 6 | 14 | -6 | -4 | 4 | -1
CCN(CC)S(=O)(=O)c1ccc(C(=O)/C=C/c2ccc(-c3ccc([N+](=O)[O-])cc3)o2)cc1 | -3 | 3 | 0.1 | 0 | 1 | 15 | -6 | -1 | 2 | -2
CCNc1nc(OC)nc(N2CCC(Cc3ccccc3)CC2)n1 | 0 | 5 | -0.3 | 0 | 7 | -7 | 11* | -1 | 4 | -9
CC(C)c1ccc(NC2CCCN(C(=O)CC3CCCC3)C2)cc1 (stereo unspecified) | -4 | 0 | 0.2 | -1 | 5 | -9 | -5 | 0 | 3 | -5
CCc1cc(C(=O)c2ccc(C)cc2)c(NC(=O)CCl)s1 | 4 | 2 | -0.2 | -3 | -2 | 4 | -4 | -3 | 0 | 2
CCOc1ccc(/C=C2/SC(=O)NC2=S)cc1 | 4 | -2 | -0.3 | -4 | -3 | -2 | -34 | 6 | -34 | -1
CCOC(=O)c1ccc(N2C(=O)[C@@H](c3ccccc3)[C@H]2c2ccccc2)cc1 | 9 | -3 | 0.1 | 2 | -5 | 4 | -1 | -2 | 3 | 0
COc1ccc(CN(C(=O)/C=C/c2ccco2)C2CCS(=O)(=O)C2)cc1OC (stereo unspecified) | 0 | -1 | -0.2 | 2 | -6 | -10 | -10 | 4 | -1 | -4
COc1cccc(NC(=O)Cc2nnc(SCC(=O)c3ccccc3)n2C)c1 | 1 | -5 | -0.1 | 1 | 5 | 3 | 0 | -8 | 2 | 3
CCc1ccc(-n2c(SCC(=O)Nc3cccc(S(=O)(=O)NC4=NCCCCC4)c3)nc3ccccc3c2=O)cc1 | -3 | 6 | 0.0 | 0 | 3 | -1 | 3 | -1 | 3 | -6
CC(C)(O)c1cn(-c2nonc2N)nn1 | -1 | -3 | 0.8 | 0 | 5 | 2 | 4 | -3 | 2 | -6
COC(=O)c1sccc1NC(=O)c1ccc2c(c1)OCO2 | 3 | -4 | -0.2 | 1 | 1 | 24 | -4 | -4 | -2 | 6
Cc1nn(C)cc1/C=C1\SC(=S)NC1=O | -1 | -4 | -0.3 | -3 | 4 | -7 | 3 | -11 | 3 | -5
Cc1ccc(CSC2=NCCN2S(=O)(=O)c2ccccc2)cc1 | -2 | 5 | 0.0 | 6 | 6 | 16 | 0 | 7 | 2 | -1
COc1ccc(/C=N/NC(=O)c2cc(-c3ccc(C)cc3C)nc3ccccc23)cc1COC(C)=O | -2 | 1 | -2.6 | 1 | 4 | 24 | -5 | -2 | -2 | 2
CSCC[C@@H](C(=O)O)N1Cc2ccccc2C1=O | -5 | 0 | 0.1 | 6 | 2 | 7 | 0 | 3 | 0 | -2
Cc1occc1-c1nnc(SCC(=O)Nc2ccccc2)n1Cc1ccccc1 | 5 | -3 | 0.1 | 0 | 4 | -2 | 3 | 2 | 6 | -1
O=C(/C=C/C(=O)N1CCc2ccccc2C1)N1CCc2ccccc2C1 | 6 | -3 | 0.2 | -5 | -3 | -1 | -8 | 5 | -2 | -3
Cc1cc(C(=O)NCC(=O)OCC(=O)N(C2CCCCC2)C2CCCCC2)ccc1[N+](=O)[O-] | 8 | 6 | 0.3 | 0 | -2 | -9 | 4 | 2 | 4 | 2
O=C(NCc1cccnc1)c1cc(C2CCCCN2C(=O)CCCc2ccccc2)on1 (stereo unspecified) | 0 | -2 | -0.5 | 0 | 1 | -6 | 1 | 2 | -1 | -2
COc1cccc(C2c3[nH]c4ccccc4c3CCN2Cc2ncc[nH]2)c1 (stereo unspecified) | 1 | -18 | 0.4 | -2 | 4 | -8 | -39 | 5 | -29 | -7
Cc1cc2c(cc1C)-c1c(ssc1=Nc1ccc(S(N)(=O)=O)cc1)C(C)(C)N2 | -1 | 5 | -0.3 | 0 | 0 | 10 | 1 | -4 | -1 | -4
COc1ccccc1N(Cc1ccccc1)S(=O)(=O)c1cc(C(=O)O)ccc1Cl | 2 | -1 | -0.2 | -3 | -4 | -8 | -7 | 7 | -2 | -5
COc1ccc(OC(=O)c2c(C)nn(-c3ccccc3)c2C)cc1 | 2 | -16 | 0.2 | 1 | 4 | 7 | -7 | -5 | 2 | 1
O=C(O)c1cc(=O)cc(C(=O)O)[nH]1 | 3 | -4 | 0.2 | 7 | 1 | -7 | 4 | 9 | 8 | 0
COc1cc(NC(=O)c2ccc([N+](=O)[O-])o2)ccc1NC(=O)c1cccs1 | -10 | 3 | -0.1 | 3 | 9 | -1 | 1 | 7 | 7 | -3
Cc1ccccc1C(=O)NC1CC2CCC(C1)N2Cc1ccccc1 (stereo unspecified) | -6 | 0 | 0.3 | 1 | -3 | -3 | 2 | 5 | 3 | 4
Nc1cc(F)ccc1N1CCCCCC1 | 3 | -2 | 0.8 | -2 | 0 | 2 | 0 | 2 | 0 | -7

Compound profiles (already shown):
Results for COc1cccc(C2c3[nH]c4ccccc4c3CCN2Cc2ncc[nH]2)c1 (stereo unspecified) = DDE Tn7 FP inh = 1; ADAM17 inh = -18; proKLK7 act = 0.4; UHRF1 MBD2 ctr = -2; ASAP1 inh = 4; ARFGAP1 inhibitor = -8; PLCb3 inh = -39; DDE Tn6 FP inh = 5; PLC-gamma1 inh = -29; MBD2 DNA inh = -7
Results for Cc1ccccc1C(=O)NC1CC2CCC(C1)N2Cc1ccccc1 (stereo unspecified) = DDE Tn7 FP inh = -6; ADAM17 inh = 0; proKLK7 act = 0.3; UHRF1 MBD2 ctr = 1; ASAP1 inh = -3; ARFGAP1 inhibitor = -3; PLCb3 inh = 2; DDE Tn6 FP inh = 5; PLC-gamma1 inh = 3; MBD2 DNA inh = 4

New compounds follow.
Molecule | DDE Tn7 FP inh | ADAM17 inh | proKLK7 act | UHRF1 MBD2 ctr | ASAP1 inh | ARFGAP1 inhibitor | PLCb3 inh | DDE Tn6 FP inh | PLC-gamma1 inh | MBD2 DNA inh
CN(C)c1ccc(C2N(c3ccc(Cl)cc3)C(=O)C3CCCN32)cc1 (stereo unspecified) | 6 | 1 | 0.3 | -1 | -11 | 3 | -1 | 6 | -1 | 0
O=C(CSc1nnc2ccc(-c3ccncc3)nn12)Nc1ccc(F)cc1 | -4 | 0 | 0.1 | -2 | 1 | 4 | -4 | 8 | 2 | 3
N#Cc1c(-c2ccc3c(c2)OCO3)csc1N | 4 | -3 | -0.1 | 4 | -4 | 7 | -5 | -3 | -7 | 2
CCOc1ccc(NC(=O)CSc2nc(=O)n(CCN3CCOCC3)c3c2CCCC3)cc1 | -1 | -3 | -0.8 | -2 | -19 | -5 | -5 | -7 | 7 | -1
O=C(COC(=O)Cn1cnc2ccccc2c1=O)Nc1ccccc1Sc1ccc(Cl)cc1 | 2 | 6 | 0.3 | 1 | 11 | 0 | 3 | 4 | 4 | -4
CSc1ccccc1C(=O)N1CCCC(CCC(=O)NCc2ccc(F)c(F)c2)C1 (stereo unspecified) | -3 | 0 | 0.1 | -4 | -5 | -7 | -2 | 1 | -2 | -2
CCOc1ccc(NC(=O)CN(C)C(=O)CCC2CCCCC2)cc1OCC | 0 | 5 | 0.5 | 0 | 6 | 17 | -4 | 10 | -2 | 2
O=C(Nc1ccc(N2CCOCC2)cc1)c1csc(COCCO)n1 | 2 | -1 | 0.4 | 2 | 11 | 6 | -22 | -11 | -7 | 6
COc1cc2oc3ccccc3c2cc1N(CC(=O)N(C)C)S(=O)(=O)c1ccccc1 | 0 | 1 | 0.2 | 6 | 11 | 3 | 3 | -6 | 6 | -1
CCOC(=O)c1sc(NC(=O)Cn2nnc3sc4c(c3c2=O)CCC(C(C)(C)C)C4)nc1C (stereo unspecified) | -3 | -2 | -0.3 | 1 | -6 | -4 | 0 | 6 | -1 | 3
Cc1cccc(-n2nnnc2SCC(=O)Nc2cccc(S(N)(=O)=O)c2)c1 | 4 | -3 | 0.8 | 2 | -5 | 3 | -7 | -1 | 3 | 3
COc1cc(-c2noc(C)c2C(=O)NCCc2c[nH]c3ccccc23)cc(OC)c1OC | -1 | 1 | 0.6 | 8 | -4 | 2 | -8 | -2 | -2 | 4
Cc1ccc(C(=O)NCCN2C3=NC[C@@H](Cc4ccccc4)N3C[C@H]2Cc2ccc(O)cc2)cc1Br | 2 | -3 | -0.5 | -2 | -5 | 10 | 4 | 3 | 9.9* | 1
C=C(C(=O)Oc1c(C(C)(C)C)cccc1C(C)(C)C)c1ccccc1 | -3 | -2 | -0.5 | 0 | 8 | 0 | 5 | 0 | 3 | -6
Cc1cc(F)ccc1NCC(=O)Nc1ccccc1Br | 0 | 4 | -0.1 | 9 | 17 | 3 | 1 | 3 | 1 | 1
CC1=C(C(=O)Nc2ccccc2C)C(c2cccnc2)n2nc(CCCO)nc2N1 (stereo unspecified) | 3 | -5 | -0.5 | 3 | -7 | -1 | 1 | 13 | -1 | 7
C[N+](C)(C)CCNC(=O)c1c(O)c2c([nH]c1=O)CCCC2 | -6 | -1 | 0.1 | 2 | 4 | -3 | 4 | 2 | 2 | 1
O=C(C1CCN(S(=O)(=O)c2ccc(Cl)c(C(F)(F)F)c2)CC1)N1CCC1 | 5 | -2 | 0.5 | 0 | -8 | 3 | -4 | -2 | -4 | -2
CCCC(C(=O)NCc1ccco1)N(Cc1ccco1)C(=O)CNS(=O)(=O)c1ccccc1 (stereo unspecified) | -1 | -3 | -0.3 | 0 | -5 | -1 | -6 | 3 | 0 | -4
COc1cc(NC(=O)NCC2CCN(Cc3ccc(C)cc3)CC2)cc(OC)c1OC | 7 | 2 | -0.5 | 3 | 9 | -2 | -2 | -1 | 2 | 11
O=C(COC(=O)CSc1ccc2ccccc2c1)NCc1ccc2c(c1)OCO2 | 7 | 0 | 0.5 | 4 | -7 | 10 | -9 | -6 | -1 | -1
CS(=O)(=O)N1CCC(Oc2ccccc2C(=O)NCCCc2cccnc2)CC1 | 4 | 3 | -0.1 | 4 | 6 | 1 | 2 | -6 | 6 | -4
COC(=O)c1cc(S(=O)(=O)N2CCN(c3ccc(F)cc3)CC2)c[nH]1 | 1 | -5 | 0.2 | 1 | 7 | 1 | -8 | -6 | 0 | 4
Cc1ccc(C)c(N2CCN(C(=O)COc3cc(=O)n(C)c4ccccc34)CC2)c1 | 2 | -2 | -0.4 | 2 | -1 | -4 | 2 | -5 | -1 | -1
CCOc1ccc(Cc2noc3c2C(=O)CCC3)cc1OCC | 4 | 0 | 0.3 | -2 | -2 | -9 | 4 | 1 | 1 | 2
O=C(Cn1cnc2sc(-c3ccccc3)cc2c1=O)NCc1ccccc1 | -6 | 6 | -0.8 | 3 | 10 | -8 | 4 | 0 | 9.5* | 4
